Assay outcomes as filed in PubChem.
Myeloid diff MLP: compounds promoting myeloid differentiation; AID 624256; calls only at 10 µM; ER-HoxA9 myeloid progenitors, lysozyme-GFP differentiation, flow cytometry; 360,000 compounds, 1% hits;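 active means normalized GFP-positive differentiation at or above the plate's own cutoff, the solvent-only control mean plus 3 SD; inconclusive means no clear call, values can overlap the other calls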;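 further: cells exposed to compound for four days before flow analysis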
Lipid droplet: modulators of hepatic lipid droplet formation; inhibition, % at 6.5 µM; 240,000 compounds, 0.4% hits; AML12 mouse hepatocytes, oleate lipid droplets, BODIPY imaging; AID 1656;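 active means lipid droplet intensity inhibited by at least 50%, with more than 500 cells counted; inconclusive means wells with under 300 cells, treated as cytotoxic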
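Technique: fluorescence imaging, 20x objective, two fields per well / Assay system: AML12 hepatocytes (mouse) / Measure: % inhibition of lipid droplet signal / Doses: 6.5 µM single-point dosing / Incubation: overnight exposure / Reagent: 100 µM oleic acid challenge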
P. falciparum M1AAP: malaria alanyl aminopeptidase activity blockers – biochemical, fluorogenic H-Leu-NHMec substrate, 1536-well (AID 1445). recombinant M1AAP, H-Leu-NHMec fluorogenic kinetic assay; higher % means a stronger effect. one-dose inhibition, % at 30 µM; IC50 in µM for titrated hits. 220,000 compounds, 0.42% hits;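 active means primary inhibition above the hit cutoff, then over 50% inhibition at one or more dose response concentrations, cut at about 23% in these data, passing the limit was not always enough; inconclusive means conflicting primary data, or primary hits not chosen for dose response; inactive means low primary inhibition, or under 50% at every dose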;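 further: plate controls were DMSO full reaction for no effect and no enzyme background for full effect; strong numbers were not always called active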
UTI89 phage lysis: inhibition of K1F phage lysis, E. coli UTI89, bacterial capsule biogenesis inhibitors, alamar blue (AID 488966). E. coli UTI89 K1F phage lysis, alamar blue, 2 h; higher % means a stronger effect. 340,000 compounds, 0.02% hits. inhibition, % at 100 µM, or IC50 in µM where a hit was titrated;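 active means phage lysis inhibition, versus mean bacterial control, above a set limit; inconclusive means no clear call, values can overlap the other calls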;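 further: capsule biogenesis inhibitors block K1F phage lysis so surviving cells raise fluorescence; higher fluorescence means more inhibition of phage lysis; actives were called in the ten point dose series up to 300 µM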
Lipid droplet cells 6.5 µM: further read-out of Lipid droplet, marked with its call; cell count; measured here: cell count, cytotoxicity flag;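 cells counted across two imaged fields per well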
Myeloid diff MLP GFP+ MAC1+ %: second read-out of Myeloid diff MLP, no call of its own (marks repeat the call); GFP+ MAC1+ double positive, %; measured here: differentiation confirmed by MAC1 staining
An asterisk follows results filed as active; i = inactive; ? = inconclusive; / = no result given; + = active, no number; [ ] = dose if it differs, or a comment. This is a subset; count on the stated rates, not on these rows.

SMILES | Myeloid diff MLP | Myeloid diff MLP GFP+ MAC1+ % | Lipid droplet | P. falciparum M1AAP | UTI89 phage lysis | others
COc1cc2c(cc1OC)C(c1c(O)n(CCc3ccccc3)c(=S)[nH]c1=O)NCC2 (configuration not stated) | / | / | 45 | 3% | / | Lipid droplet cells 6.5 µM=705
CC12CCC(O)CC1CCC1C2CCC2(C)C(C3=CC(=O)OC3)C(O)CC12O (configuration not stated) | / | / | / | / | 1.8%
NC1=NC(=O)N2CC12 (configuration not stated) | / | / | / | / | -0.7%
CC1=CC(O)C(O)C2(C)C1CC1OC(=O)C(O)C3C(C)C(O)C4(O)OCC13C42 (configuration not stated) | / | / | / | / | 1.2%
CCC1C(c2cc(OC)c(OC)c(OC)c2)c2cc3c(cc2OC1N1CCCC1)OCO3 (configuration not stated) | / | / | / | / | 3.2%
O=C(NP(=O)(N1CC1)N1CC1)c1cc(I)ccc1I | / | / | / | / | 0.5%
CCC(C)C1NC(=O)C(NC(=O)C(CC(C)C)N(C)C(=O)C2CCCN2C(=O)C(C)O)C(C)OC(=O)C(Cc2ccc(OC)cc2)N(C)C(=O)C2CCCN2C(=O)C(CC(C)C)NC(=O)[C@H](C)C(=O)[C@H](C(C)C)OC(=O)CC1O (some centres not stated) | / | / | / | / | 3.4%
COC(=O)C1C(O)CC2CCC1N2C (configuration not stated) | / | / | / | / | 0.0%
C=CCC1([C@@H](C)CCC)C(=O)NC(=O)NC1=O | / | / | / | / | -0.3%
CCOC(=O)c1ccc(-[n+]2c(-c3ccccc3)cc(-c3ccccc3)cc2-c2ccccc2)cc1 | / | / | / | / | 0.9%

The last seven records of the part above come first, to join the parts:
SMILES | Myeloid diff MLP | Myeloid diff MLP GFP+ MAC1+ % | Lipid droplet | P. falciparum M1AAP | UTI89 phage lysis | others
CC1=CC(O)C(O)C2(C)C1CC1OC(=O)C(O)C3C(C)C(O)C4(O)OCC13C42 (configuration not stated) | / | / | / | / | 1.2%
CCC1C(c2cc(OC)c(OC)c(OC)c2)c2cc3c(cc2OC1N1CCCC1)OCO3 (configuration not stated) | / | / | / | / | 3.2%
O=C(NP(=O)(N1CC1)N1CC1)c1cc(I)ccc1I | / | / | / | / | 0.5%
CCC(C)C1NC(=O)C(NC(=O)C(CC(C)C)N(C)C(=O)C2CCCN2C(=O)C(C)O)C(C)OC(=O)C(Cc2ccc(OC)cc2)N(C)C(=O)C2CCCN2C(=O)C(CC(C)C)NC(=O)[C@H](C)C(=O)[C@H](C(C)C)OC(=O)CC1O (some centres not stated) | / | / | / | / | 3.4%
COC(=O)C1C(O)CC2CCC1N2C (configuration not stated) | / | / | / | / | 0.0%
C=CCC1([C@@H](C)CCC)C(=O)NC(=O)NC1=O | / | / | / | / | -0.3%
CCOC(=O)c1ccc(-[n+]2c(-c3ccccc3)cc(-c3ccccc3)cc2-c2ccccc2)cc1 | / | / | / | / | 0.9%
C=CCN1CC[C@]23c4c5ccc(O)c4OC2[C@H](O)CC[C@@]3(O)[C@H]1C5 (some centres not stated) | / | / | / | / | -0.4%
Cc1sc2ncnc(N3CCC(C(=O)Nc4ccc(C#N)c(Cl)c4)CC3)c2c1C | / | / | / | / | -0.2%
COC(COC(N)=O)C1=C(N2CC2)C(=O)C(C)=C(N2CC2)C1=O (configuration not stated) | / | / | / | / | -1.4%
CC1=CC2OC3CC4OC(=O)C=CC=CC(=O)OCCC(C)C(O)C(=O)OCC2(CC1)C4(C)C31CO1 (configuration not stated) | / | / | / | / | 1.6%
COc1ccc(-[n+]2c(-c3ccccc3)cc(-c3ccc(C)cc3)cc2-c2ccccc2)cc1 | / | / | -118 | / | -0.2% | Lipid droplet cells 6.5 µM=602
CC(C)c1ccccc1NC1=NCCCS1 | / | / | -8 | / | 1.0% | Lipid droplet cells 6.5 µM=781
CC(=O)OC(C)(C)/C=C/C(=O)C(C)(O)C1[C@H](O)C[C@@]2(C)C3CC=C4C(CC[C@@H](O)C4(C)C)[C@]3(CO)C(=O)C[C@]12C (some centres not stated) | / | / | ? | / | 1.0%
O=C(O)c1sc2cc(Cl)ccc2c1Cl | / | / | 3 | 4% | -0.9%[50 µM] | Lipid droplet cells 6.5 µM=661
COC[C@]12CN(C)C3C4[C@H](OC)[C@H]1C3([C@@H](OC)C[C@H]2O)[C@@H]1C[C@@]2(O)[C@H](OC(=O)c3ccccc3)[C@@H]1[C@]4(OC(C)=O)[C@@H](O)[C@@H]2OC | i | 2.7 | / | / | /
O=S(=O)(c1cc(Cl)cc(Cl)c1)N1Cc2cc(-c3cccc(F)c3)ccc2-n2nncc2C1 | i | 0.2 | / | / | /
O=C1NCN(c2ccccc2)C12CCN(C(c1cccs1)c1nnnn1C1CCCCC1)CC2 (configuration not stated) | i | 0.2 | / | / | /
CCOC(=O)[C@]12Cc3cc(Cl)ccc3[C@H]1N(Cc1ccccc1)C(=O)c1cc(OC)ccc12 | i | 2.4 | / | / | /
CCCOc1ccccc1OCC(=O)N1CCN(CC(=O)N2CCOCC2)CC1 | i | 0.2 | / | / | /
CC[C@H]1CC2CN3CCc4c([nH]c5ccccc45)C(C(=O)OC)(C2)C13 (some centres not stated) | i | 3.3 | / | / | /
S=C(NCCc1ccccc1)N1Cc2ccc(Br)cc2-n2nncc2C1 | i | 1.1 | / | / | /
COc1cc(C(=O)N2Cc3ccc(Br)cc3-n3nncc3C2)cc(OC)c1OC | i | 0.6 | / | / | /
CSCCC(c1nnnn1-c1c(C)cccc1C)N1CCC(n2c(=O)[nH]c3ccccc32)CC1 (configuration not stated) | i | 1.9 | / | / | /
Cc1ccc(OC(=O)N(C)C[C@@H]2OCc3cnnn3CCCC(=O)N([C@H](C)CO)C[C@@H]2C)cc1 | i | 0.6 | / | / | /
Cc1ccc(S(=O)(=O)N2Cc3cc(-c4cccc(F)c4)ccc3-n3nncc3C2)cc1 | i | 0.0 | / | / | /
CSCCC(c1nnnn1C1CCCCC1)N1CCC(n2c(=O)[nH]c3ccccc32)CC1 (configuration not stated) | i | 0.8 | / | / | /

The closing 3 compounds of the section before open the next one:
SMILES | Myeloid diff MLP | Myeloid diff MLP GFP+ MAC1+ % | Lipid droplet | P. falciparum M1AAP | UTI89 phage lysis | others
Cc1ccc(OC(=O)N(C)C[C@@H]2OCc3cnnn3CCCC(=O)N([C@H](C)CO)C[C@@H]2C)cc1 | i | 0.6 | / | / | /
Cc1ccc(S(=O)(=O)N2Cc3cc(-c4cccc(F)c4)ccc3-n3nncc3C2)cc1 | i | 0.0 | / | / | /
CSCCC(c1nnnn1C1CCCCC1)N1CCC(n2c(=O)[nH]c3ccccc32)CC1 (configuration not stated) | i | 0.8 | / | / | /
Fc1ccccc1CN1Cc2ccccc2-n2nncc2C1 | i | 0.2 | / | / | /
CCOC(=O)[C@]12Cc3ccc(C)cc3[C@H]1N(C1CCCCC1)C(=O)c1ccccc12 | ? | / | / | / | /
c1ccc2[nH]c(CCN3CCCCC3)nc2c1 | i | 2.3 | / | / | /
O=C(O)C(O)(c1ccc(Cl)cc1)C1(O)CCCC1 (configuration not stated) | i | 0.8 | / | / | /
O=C1NCN(c2ccccc2)C12CCN(C(c1ccccc1)c1nnnn1Cc1ccccc1)CC2 (configuration not stated) | i | 0.7 | / | / | /
C[C@@H]1CN([C@H](C)CO)C(=O)CCCn2nncc2CO[C@H]1CN(C)C(=O)Oc1ccc2ccccc2c1 | i | 1.1 | / | / | /
COc1cc(C=NNC(=S)Nc2ccc(S(=O)(=O)N3CCCCC3)cc2)cc(OC)c1OC | i | 0.5 | / | / | /
N#Cc1ccc2nc(-c3ccc(CN4CCC(n5c(=O)[nH]c6ccccc65)CC4)cc3)c(-c3ccccc3)nc2c1 | i | 1.3 | / | / | /
CO[C@H]1C=CCCC=CC(=O)O[C@H]([C@H](C)C(=O)CCCC2CC(=O)NC(=O)C2)C(C)=C[C@@H](C)[C@@H]1O | i | 0.4 | / | / | /
CSCCC(c1nnnn1Cc1ccccc1)N1CCC2(CC1)C(=O)NCN2c1ccccc1 (configuration not stated) | i | 1.5 | / | / | /
CCCCn1nnnc1C(CC)N1CCC2(CC1)C(=O)NCN2c1ccccc1 (configuration not stated) | i | 0.7 | / | / | /
c1cc2c(c(NC3=NCCCS3)c1)CCCC2 | i | 0.7 | / | / | /
CCC(=C(c1ccccc1)c1ccc(OCCN(C)C)cc1)c1ccccc1 | i | 1.7 | / | / | /
COc1ccc(C(=O)CC(c2ccc(OC)c(OC)c2)c2c(O)c3ccccc3oc2=O)cc1OC (configuration not stated) | i | 0.5 | / | / | /
CCOC(=O)c1cccc(C2=C(CNC(=O)c3ccc([N+](=O)[O-])cc3)[C@H]3CC[C@@H](C2)N3Cc2ccccc2)c1 | i | 0.4 | / | / | /
C[C@]12CCC3C(CC[C@H]4C[C@@H](O)CC[C@]34C)C1C[C@@H](O)C2=O (some centres not stated) | i | 3.0 | / | / | /
O=c1[nH]c2ccccc2n1C1CCN(Cc2ccc(-c3nc4ccc(F)cc4nc3-c3ccccc3)cc2)CC1 | + | 4.2* | / | / | /
CS(=O)(=O)c1ccc(C2=C(CNC(=O)c3cccnc3)[C@H]3CC[C@@H](C2)N3Cc2ccccc2)cc1 | i | 0.6 | / | / | /
C[C@H]1COc2cc(N3CCN(C)CC3)ccc2S(=O)(=O)N1 | i | 0.6 | / | / | /
Clc1cccc(N2Cc3ccccc3-n3nncc3C2)c1 | i | 0.7 | / | / | /
C=C1C(=O)OC2CCN3CC=C(COC(=O)C(C)(O)C4(CO4)C1C)C23 (configuration not stated) | i | 1.9 | / | / | /
Brc1ccc2c(c1)-n1nncc1CN(CC1CCCCC1)C2 | i | 1.1 | / | / | /
c1ccc2c(CCN3CCCCC3)c[nH]c2c1 | i | 1.4 | / | / | /
O=C(c1cc(Cl)cc(Cl)c1)N1Cc2ccccc2-n2nncc2C1 | i | 1.0 | / | / | /
CC(Cc1ccc(O)cc1)NCC(O)c1ccc(O)c(O)c1 (configuration not stated) | i | 1.2 | / | / | /
COc1cccc(C(c2nnnn2-c2c(C)cccc2C)N2CCC(n3c(=O)[nH]c4ccccc43)CC2)c1OC (configuration not stated) | i | 1.8 | / | / | /
O=C1CC2OCC=C3CN4CCC56c7ccccc7N1C5C2C3CC46O (configuration not stated) | i | 4.7 | / | / | /
CCCCCN1C(=O)c2cc(OC)ccc2[C@@]2(C(=O)OCC)Cc3cc(Cl)ccc3[C@@H]12 | ? | / | / | / | /
CN(C)C1CCc2[nH]c3c(F)cc(F)cc3c2C1 (configuration not stated) | i | 0.1 | / | / | /
O=C(c1cccnc1)N1Cc2ccccc2-n2nncc2C1 | i | 0.9 | / | / | /
COc1ccc(-n2nnnc2C(C2CC2)N2CCC(n3c(=O)[nH]c4ccccc43)CC2)cc1 (configuration not stated) | i | 1.0 | / | / | /
COC(=O)C1=C(c2ccc(OCc3ccccc3)cc2)C[C@@H]2CC[C@H]1N2C | i | 0.3 | / | / | /
N#CC12c3ccccc3C(=O)N1Cc1cnnn1-c1ccccc12 (configuration not stated) | i | 0.9 | / | / | /
c1cc2c(cc1-c1ccc3c(c1)OCO3)CNCc1cnnn1-2 | i | 0.2 | / | / | /
O=C(CCN1CC=C(c2ccccc2)CC1)NCc1ccccc1 | i | 1.2 | / | / | /
CS(=O)(=O)c1ccc(C2=C(CNC(=O)c3ccncc3)[C@H]3CC[C@@H](C2)N3CCOc2ccccc2)cc1 | i | 1.1 | / | / | /
c1ccc(-c2ccc3c(c2)CNCc2cnnn2-3)cc1 | i | 0.2 | / | / | /
O=c1c2ccccc2[nH]c(=S)n1-c1cccc(C(F)(F)F)c1 | i | 0.6 | / | / | /
Fc1ccc(N2Cc3ccccc3-n3nncc3C2)cc1 | i | 0.4 | / | / | /
CC12CCC(O)CC1CCC1C2CCC2(C)C(C(=O)CO)CCC12 (configuration not stated) | i | 3.6 | / | / | /
O=C1NC(=O)N(CCC2=CCCCC2)C(=O)/C1=C/c1cccs1 | i | 1.2 | 7 | 6% | / | Lipid droplet cells 6.5 µM=698
